# High-throughput results deposited in PubChem by several laboratories.
# L major viab – Leishmania major promastigote growth inhibition, primary screen; Leishmania major promastigotes, resazurin fluorescence viability; inhibition, % at 10 µM; 200,000 compounds, 9% hits; AID 1063, 2008; in the data active = inhibition above about 50%;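 also: promastigotes grown with compound for 44 hours at 28 °C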
# ROMK primary – ROMK potassium channel modulators, primary screen, cell-based, thallium flux, MLSMR library. ATP-sensitive inward rectifier potassium channel 1 (Homo sapiens), P48048. Tet-inducible ROMK, thallium flux fluorescence; actives lie on both sides. B-score at 10 µM. 130,000 compounds, 2% hits;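 active = signal ratio slope over the read window, or its plate-corrected B-score, at least 3 SD from the plate mean, either direction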;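 also: B-score of the F/F0 ratio slope over 7 to 12 s after thallium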
# TLR4 MyD88 comp – inhibitors of TLR4-MyD88 association in cells, primary screen, cell-based, HeLa CL3-4, BLA complementation, FRET ratio | inhibition, % at 8.4 µM | Toll-like receptor 4 (Homo sapiens) + Myeloid differentiation primary response protein … | HeLa CL3-4 TLR4/MyD88 BLA complementation | 200,000 compounds, 0.18% hits | AID 861, 2007; in the data active = inhibition above about 25%;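 also: 0% = vehicle and 100% = reference inhibitor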
# SRC2 TRFRET art – TR-FRET signal artefacts, primary screen, artefact control for PPARgamma SRC-2 agonist project, biochemical | TR-FRET artefact counter-screen; active compounds read high | TR-FRET ratio at 8 µM | 200,000 compounds, 0.4% hits; in the data active = TR-FRET ratio above about 2000; also: inactives centre near 1500
# bIAP activator – bovine intestinal alkaline phosphatase activators, primary screen, biochemical, bovine IAP, CDP-star luminescence | alkaline phosphatase, intestinal [Bos taurus] | activation factor at 20 µM | 200,000 compounds, 0.17% hits | purified bovine IAP, 30 min; active compounds read high; fold of DMSO-control signal, blank-subtracted | AID 1016, 2008;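 active = activation factor of 2 or more at 20 µM, a signal rise over negative controls twice the positive control's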
# PPARg SRC-3 ag – PPARgamma agonists recruiting SRC-3 coactivator, primary screen, biochemical. 200,000 compounds, 0.26% hits. activation, % at 8 µM. AID 731, 2007. biochemical PPARgamma/SRC-3 coactivator recruitment assay. Peroxisome proliferator-activated receptor gamma (Homo sapiens), P37231; in the data active = activation above about 23%;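 also: 0% = DMSO and 100% = reference agonist; some compounds past the cut are filed as inactive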
# Target sequence (P37231 whole entry, looked up): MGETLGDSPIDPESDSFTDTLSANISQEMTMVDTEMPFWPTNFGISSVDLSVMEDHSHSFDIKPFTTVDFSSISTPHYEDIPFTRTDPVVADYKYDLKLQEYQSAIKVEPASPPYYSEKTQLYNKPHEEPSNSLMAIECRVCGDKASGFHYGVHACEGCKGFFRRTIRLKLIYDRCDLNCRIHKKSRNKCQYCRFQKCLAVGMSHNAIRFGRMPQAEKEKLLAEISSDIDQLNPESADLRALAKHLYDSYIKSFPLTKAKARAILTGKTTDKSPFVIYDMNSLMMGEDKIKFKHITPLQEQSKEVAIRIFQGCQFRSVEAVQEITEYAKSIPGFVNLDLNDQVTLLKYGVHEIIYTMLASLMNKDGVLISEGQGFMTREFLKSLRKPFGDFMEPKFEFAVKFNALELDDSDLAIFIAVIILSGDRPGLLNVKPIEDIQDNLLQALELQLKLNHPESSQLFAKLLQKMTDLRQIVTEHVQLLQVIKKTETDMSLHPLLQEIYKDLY
# DTT redox prof – compounds producing H2O2 with reducing agent – biochemical, NIH compound library profiling, artefact control for MLSCN library redox annotation, primary screen | 200,000 compounds, 0.03% hits | DTT-dependent redox cycling H2O2, phenol red/HRP absorbance; 100% = 100 µM peroxide control, 0% = buffer | activation, % at 10 µM;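 active = activation of at least 50% relative to the plate's high and low controls in the primary single-dose screen; inactive = activation below 50%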;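 also: compound incubated with DTT at 0.8 mM final as the reducing agent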
# bIAP inh – bovine intestinal alkaline phosphatase inhibitors, primary screen, selectivity assay for TNAP inhibitor project, biochemical, bovine IAP, CDP-star luminescence | alkaline phosphatase, intestinal [Bos taurus] | 190,000 tested, under 10 active | AID 1019, 2008 | inhibition, % at 20 µM | purified bovine IAP, 30 min;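 active = over 50% inhibition of intestinal alkaline phosphatase at 20 µM in the single-dose screen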
#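 System: Purified bovine intestinal alkaline phosphatase (IAP) enzyme | Input: IAP diluted 1/65,000,000 in the well | Also added: CDP-star chemiluminescent phosphatase substrate, 30 µM final | Dosing: 20 µM single dose | Times: Enzyme reaction for 30 min at room temperature | Detection: Luminescence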
# PPARg SRC-1 ag – PPARgamma agonists recruiting SRC-1 coactivator, primary screen, biochemical; 200,000 compounds, 0.41% hits; PPARgamma-SRC-1 coactivator recruitment biochemical assay; activation, % at 8 µM; AID 631, 2007; Peroxisome proliferator-activated receptor gamma (Homo sapiens), P37231; in the data active = activation above about 19%;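 also: 0% = DMSO and 100% = reference agonist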
# PPARg SRC2 recr – agonists of PPARg-SRC-2 recruitment, primary screen, biochemical, HTS | Peroxisome proliferator-activated receptor gamma (Homo sapiens), P37231 | PPARgamma LBD-SRC-2 recruitment | activation, % at 8 µM | 200,000 compounds, 0.34% hits | AID 1032, 2008; in the data active = activation above about 22%;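 also: 0% = vehicle and 100% = reference agonist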
# S1P3 antagonist – S1P3 receptor antagonists, primary screen, cell-based; 170,000 compounds, 0.27% hits; CHO S1P3 NFAT-BLA reporter, FRET fluorescence, antagonist mode; inhibition, % at 4.98 µM;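 active = inhibition above the plate cutoff, the mean inhibition of test wells on that plate plus 3 SD, cut at about 28% in these data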;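 also: cells challenged with S1P at its EC80 of 0.8 µM; blue over green emission ratio from cleaved BLA substrate after 4 h stimulation; 0% = S1P-stimulated wells and 100% = unstimulated DMSO-only wells; some compounds past the cut are filed as inactive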
# Target sequence (Q99500 whole entry, looked up): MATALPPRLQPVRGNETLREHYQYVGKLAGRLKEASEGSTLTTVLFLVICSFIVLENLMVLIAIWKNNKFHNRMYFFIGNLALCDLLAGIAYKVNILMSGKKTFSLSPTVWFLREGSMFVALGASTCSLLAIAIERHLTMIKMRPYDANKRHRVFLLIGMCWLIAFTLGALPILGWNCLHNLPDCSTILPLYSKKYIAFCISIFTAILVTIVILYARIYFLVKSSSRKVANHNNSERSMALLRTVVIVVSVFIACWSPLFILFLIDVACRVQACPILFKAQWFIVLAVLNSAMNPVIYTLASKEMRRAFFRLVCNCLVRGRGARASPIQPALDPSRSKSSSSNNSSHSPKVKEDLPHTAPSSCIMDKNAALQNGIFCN
# The depositor's hits bear a star; / = no result given.
Structure	L major viab	ROMK primary	TLR4 MyD88 comp	SRC2 TRFRET art	bIAP activator	PPARg SRC-3 ag	DTT redox prof	bIAP inh	PPARg SRC-1 ag	PPARg SRC2 recr	S1P3 antagonist
Cc1ccc(CNC(=O)CNS(=O)(=O)c2cccc3nsnc23)cc1	2	/	0	1403	0.9	6	1.7	8	0	-10	18
Cc1cc(NC(=O)c2ccco2)ncc1NC(=O)Cc1ccccc1	-6	0.075	2	1586	1	-1	-0.2	1	-4	3	-23
Cc1cccc(NC(=O)c2cccc3c2-c2ccccc2C3=O)n1	2	-0.027	16	1629	1	2	-0.2	4	-1	-3	-8
O=C(Nc1ccc(Nc2ccccc2)cc1)N1CCOCC1	0	/	3	1608	1	3	0.5	2	7	17	2
CC1(c2ccc(OC(F)F)cc2)NC(=O)N(CC(=O)NC2CCCCC2)C1=O (stereo not given)	-10	/	1	1623	1	-2	-0.8	1	5	0	-1
COC(=O)C1C2C=CC3(CN(C(C)c4ccc(OC)cc4)C(=O)C13)O2 (stereo not given)	-7	/	5	1422	1	-5	-0.3	-1	-3	-5	3
COc1ccc(N(CC(=O)N2CCc3ccccc3C2)S(=O)(=O)c2c(C)nn(C)c2C)cc1	4	/	-10	1583	0.9	4	-1.1	6	1	1	-5
Nc1c(NCCc2ccccc2)c2ccccc2oc1=O	-3	-0.75	-14	1497	0.9	7	-0.3	7	1	7	-4
O=C(CSCc1nc2c(nnn2Cc2ccc(F)cc2)c(=O)[nH]1)Nc1c(Cl)cc(Cl)cc1Cl	-4	0.017	-13	1681	1.2	0	1.0	-15	8	0	-11
CCN(CC)S(=O)(=O)c1ccc(C(=O)OCC(=O)Nc2sc3c(c2C#N)CCCCC3)cc1	-10	/	4	1747	1.3	-5	0.1	-30	-3	5	4
CCCCN(CC)CCNC(=O)CCC(=O)Nc1ccc2nc(N3CCN(C)CC3)cc(C)c2c1	6	-0.023	-10	1676	1.1	-1	0.3	-15	4	0	-8
COc1cccc(N2CCN(c3ncnc4c3[nH]c3ccccc34)CC2C)c1 (stereo not given)	90*	-2.8	12	1529	1.1	5	-1.4	-6	6	3	/
N#CCCN(CC(=O)O)S(=O)(=O)c1ccccc1	-5	/	0	1774	0.9	3	-1.4	8	-3	-1	-17
O=C(NNc1cccc(Cl)n1)Nc1ccccc1Cl	-4	/	4	1367	1.1	-6	17	-6	-6	-6	/
c1ccc(Cn2nnc3c(NCc4ccc5c(c4)OCO5)nc(C4CC4)nc32)cc1	1	/	4	1676	0.9	6	-1.7	11	7	8	22
COc1ccc(Cl)cc1N1C(=O)C2CCCN2C1c1cccc(F)c1 (stereo not given)	-2	/	-2	1404	1	9	-1.1	-2	2	-8	0
O=C(NCC1CCCN(Cc2ccc3nonc3c2)C1)c1cccc(C(F)(F)F)c1 (stereo not given)	87*	/	2	1651	1.1	-2	0.6	-11	-4	-1	6
CCC1CCCCN1C(=O)c1cccc(S(=O)(=O)Nc2cc(C(F)(F)F)ccc2Cl)c1 (stereo not given)	38	-0.98	-3	1654	0.9	4	-0.1	7	3	-10	-14
CCOC(=O)c1ccc(NC(=S)N(Cc2cccnc2)Cc2ccco2)cc1	100*	-0.85	-9	1663	0.9	1	0.4	12	4	2	5
Cn1cc(S(=O)(=O)N2CCN(c3ccccc3)CC2)c(=O)n(C)c1=O	-1	/	-11	1468	0.9	-10	-0.9	11	-1	-6	/
COc1cc(NC(=S)NC(=O)c2ccccc2C)ccc1NC(=O)c1cccs1	-4	/	-6	1601	0.9	4	1.7	13	2	7	/
CCOc1ccc(NC(=O)CN2CC(c3ccccc3)CC2=O)cc1 (stereo not given)	-6	/	2	1628	0.9	24	0.3	6	1	12	/
C=CCNCc1cccn1-c1ccccc1	0	0.62	4	1562	1	-4	0.5	4	14	4	1
c1c2c(cc3sc(N4CCOCC4)nc13)OCCO2	0	0.54	11	1341	1	9	0.2	-1	5	-8	-35
O=C(CCCn1c(=S)[nH]c2ccc(Br)cc2c1=O)NCC1CCCO1 (stereo not given)	0	/	-3	1555	1.1	0	1.1	-5	11	3	/
CC(=O)C1=C(O)C(=O)N(CCCn2ccnc2)C1c1ccc(C)cc1 (stereo not given)	-8	/	9	1350	1	6	1.9	5	7	4	/
CCCCNC(=S)NNC(=O)c1csc(CC)c1	-5	/	-5	1583	1	2	-1.4	-3	-2	2	/
COc1ccc(-n2c(Cc3cccn3C)nnc2SCC(=O)Nc2nccs2)cc1	-2	/	5	1501	1.1	2	-2.4	-5	-2	-2	-7
COc1ccccc1-n1cc(C(=O)NCC(=O)NCc2ccc(F)cc2)c2ccccc2c1=O	0	3.1*	8	1535	1.1	4	-0.5	-6	4	-3	-2
CCCC(=O)c1c[nH]c(C(=O)NCc2cccnc2)c1	-8	-0.29	11	1544	0.9	0	-0.2	14	2	4	-12

# Shown as a hit in ROMK primary, of those listed so far:
compound	ROMK primary	TLR4 MyD88 comp	bIAP activator	DTT redox prof	bIAP inh	S1P3 antagonist
COc1ccccc1-n1cc(C(=O)NCC(=O)NCc2ccc(F)cc2)c2ccccc2c1=O	3.1*	8	1.1	-0.5	-6	-2

# Reformatted: entries from further up.
Molecule: COc1ccc(N(CC(=O)N2CCc3ccccc3C2)S(=O)(=O)c2c(C)nn(C)c2C)cc1
  L major viab = 4
  ROMK primary = /
  TLR4 MyD88 comp = -10
  SRC2 TRFRET art = 1583
  bIAP activator = 0.9
  PPARg SRC-3 ag = 4
  DTT redox prof = -1.1
  bIAP inh = 6
  PPARg SRC-1 ag = 1
  PPARg SRC2 recr = 1
  S1P3 antagonist = -5

Molecule: Nc1c(NCCc2ccccc2)c2ccccc2oc1=O
  L major viab = -3
  ROMK primary = -0.75
  TLR4 MyD88 comp = -14
  SRC2 TRFRET art = 1497
  bIAP activator = 0.9
  PPARg SRC-3 ag = 7
  DTT redox prof = -0.3
  bIAP inh = 7
  PPARg SRC-1 ag = 1
  PPARg SRC2 recr = 7
  S1P3 antagonist = -4

# Next records:
Structure	L major viab	ROMK primary	TLR4 MyD88 comp	SRC2 TRFRET art	bIAP activator	PPARg SRC-3 ag	DTT redox prof	bIAP inh	PPARg SRC-1 ag	PPARg SRC2 recr	S1P3 antagonist
CCC1CCc2c(sc(NC(=O)C3CC=CCC3C(=O)O)c2C#N)C1 (stereo not given)	-5	2.7	-7	1663	1.4	3	-0.1	-37	13	1	-4
COc1cc(OC)c(CN2CCCCCCC2)cc1Br	31	-0.67	-12	1432	0.9	-11	0.1	10	0	2	/
CCCC(c1nnnn1Cc1ccco1)N1CCN(c2cc(Cl)ccc2C)CC1 (stereo not given)	-1	/	-3	1438	0.9	4	0.3	8	5	2	60*
O=C(c1ccco1)N1CCCN(Cc2nc(Cc3ccccc3)no2)CC1	-3	0.11	-8	1503	1.1	-5	1.0	-7	-11	-3	-12
N/C(=N\OC(=O)CC1CCCCC1)c1cccc([N+](=O)[O-])c1	68*	-0.5	6	1674	0.9	7	0.4	7	1	7	-6
O=C1CCCC(O)=C1N=Nc1ccc2c(c1)OCO2	32	0.032	3	1713	0.9	1	-0.4	12	-4	12	-12
COc1ccc2nc(NC(=O)Cc3cccs3)sc2c1	59*	/	-10	1558	0.9	1	0.1	15	1	3	/
O=C(CC1C(=O)NCCN1C(=S)Nc1ccccc1)Nc1ccc2c(c1)OCCO2 (stereo not given)	-2	/	5	1454	1	4	2.0	-1	4	5	/
O=C(Cn1c(=O)oc2cc(S(=O)(=O)NCc3ccccc3)ccc21)NCc1ccco1	-3	/	-15	1572	0.9	6	-1.1	8	-9	0	-18
O=C(NCc1ccco1)/C(=C/c1cccnc1)NC(=O)c1ccco1	-4	/	-9	1560	0.9	8	0.8	6	1	13	/
O=C(NCC1CCCO1)C1CCN(C2CCN(C(=O)Cc3ccsc3)CC2)CC1 (stereo not given)	-6	0.27	-35	1636	1	3	-0.1	1	15	0	-4
CCOc1ccc(/C=N/N2C(=O)C(CC(=O)Nc3ccc(F)cc3F)SC2=NC)cc1OC (stereo not given)	2	-0.46	3	1173	0.9	-2	-0.2	10	-4	-8	1
Cc1nc(N2CCOCC2)nc(OCCN(C)C)c1[N+](=O)[O-]	0	-0.078	1	1521	1.1	2	-0.1	-10	-7	-5	-4
CN(C)S(=O)(=O)N(CC(=O)N1CCN(c2ccccc2F)CC1)c1ccccc1	-2	/	-19	1442	1	0	-1.2	-2	2	-4	-6
COc1ccc(-c2csc(NC(=O)C3CC(=O)N(c4ccc5c(c4)OCCO5)C3)n2)cc1 (stereo not given)	14	1.3	-16	1532	0.9	0	0.7	6	-3	-2	-4
O=C(CCN1C(=O)c2cccc3cccc(c23)C1=O)Nc1ccccc1	-2	0.67	-8	1652	1	2	0.1	1	-4	-2	-20
CCc1c(O)nc(N2CCN(Cc3ccccc3)CC2)[nH]c1=O	-2	-0.45	5	1471	1	-7	0.4	3	2	3	-13
CC(=N\O)/C(CN(C)C)=N/O	-4	0.77	-4	1556	0.9	-7	-0.2	13	-2	6	/
CC(=O)Oc1ccccc1/C=C1\CCOC1=O	-4	/	4	1417	0.9	20	-1.9	12	5	-1	/
Cn1c(Oc2ccc(Cl)cc2)c(C=O)c2ccccc21	-1	/	-1	1661	0.9	4	0.6	10	-2	7	/
COc1ccc(C(C)=O)cc1COC(=O)CNC(=O)c1cc(C)cc(C)c1	-4	/	11	1713	0.9	-6	0.5	8	6	-5	6

# An excerpt from above, reduced to ROMK primary, bIAP activator and TLR4 MyD88 comp.
Compound	ROMK primary	bIAP activator	TLR4 MyD88 comp
O=C(NCC1CCCO1)C1CCN(C2CCN(C(=O)Cc3ccsc3)CC2)CC1 (stereo not given)	0.27	1	-35
CCOc1ccc(/C=N/N2C(=O)C(CC(=O)Nc3ccc(F)cc3F)SC2=NC)cc1OC (stereo not given)	-0.46	0.9	3
Cc1nc(N2CCOCC2)nc(OCCN(C)C)c1[N+](=O)[O-]	-0.078	1.1	1
CN(C)S(=O)(=O)N(CC(=O)N1CCN(c2ccccc2F)CC1)c1ccccc1	/	1	-19
COc1ccc(-c2csc(NC(=O)C3CC(=O)N(c4ccc5c(c4)OCCO5)C3)n2)cc1 (stereo not given)	1.3	0.9	-16
O=C(CCN1C(=O)c2cccc3cccc(c23)C1=O)Nc1ccccc1	0.67	1	-8
CCc1c(O)nc(N2CCN(Cc3ccccc3)CC2)[nH]c1=O	-0.45	1	5
